INS-1E GSIS act – GLuc luminescence reporter in INS-1E cells, primary screen for activators of glucose-dependent secretion of insulin; activation, % at 16.6 µM; 0.61% of 370,000 active; INS-1E GLuc reporter insulin secretion, 2-3 h;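 active = lowest replicate activation of at least 40%, so every replicate reaches that level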;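 note: 0% = median of neutral control wells and 100% = median of IBMX positive control wells; some compounds called inactive have numbers as strong as hits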
XiGFP reactiv – X-chromosome reactivation activator; XiGFP mouse fibroblasts, % GFP-positive cells imaging, 3 d; cells co-treated with 5-aza-dC sensitizer; scaled so ellipticine positive control = 100%; activation, % at 7.58 µM; 0.055% of 360,000 active; AID 743238;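 active = mean normalized replicate activation at least 10% and every replicate at or above 10%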;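 note: 0% = median of on-plate neutral control wells and 100% = ellipticine 6 µM median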
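Material: XiGFP fibroblasts, SV40-immortalized; Buffer or medium: DMEM containing 5-aza-dC; Compound dosing: single point; Times: 3 days compound exposure.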
ERAP1 HTS inh – blocks human ERAP1 aminopeptidase activity | Q9NZ08 | recombinant ERAP1, Leu-AMC fluorescence, 60 min | inhibition, % at 10.7 µM | 0.15% of 340,000 active;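 active = mean replicate inhibition of at least 30%, or all replicates individually reaching that 30% level; inactive = mean below 30% and not every replicate reaching it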;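 note: 0% = neutral control wells and 100% = L-leucinethiol positive control wells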
CFTR F508del cor – correctors of CFTR F508del function in bronchial epithelial cells | 0.36% of 350,000 active | activity (quench increase), % at 7.58 µM | CFBE cells, YFP halide quenching; stimulated with forskolin plus potentiator P3; % fluorescence drop versus neutral controls;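 active = mean added fluorescence quench of at least 8% versus neutral control, with both replicates also reaching 8%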;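 note: cells transiently co-express mutant CFTR-F508del with the halide-sensitive YFP; corrector assay measuring rescue of mutant channel to the surface after 24 h compound exposure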
esBAF inh – inhibitors of esBAF chromatin remodeling in mouse ES cells; Bmi1-luciferase knock-in reporter, 24 h; 100% = twice the neutral-well signal; reporter increase, % at 12.5 µM; 2% of 350,000 active; in the data active = activation above about 40%;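 note: 0% = median of the plate's neutral control wells and 100% = double that signal; a rise in the Bmi1 reporter signal indicates esBAF inhibition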
ARNT-TACC3 inh – disrupts binding between human ARNT and TACC3; Q9Y6A5; 0.66% of 390,000 active; AlphaScreen His-ARNT PAS-B/GST-TACC3 binding, luminescence; TACC3 fragment carries E629A point mutation; inhibition, % at 9.99 µM;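 active = mean inhibition of replicates at least 50% and at least half of replicates each reaching 50%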;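 note: 0% = complete ARNT plus TACC3 wells and 100% = ARNT alone without TACC3; many hits fall short of the cut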
RAD54 branch – RAD54 (human) branch migration inhibition; AID 602329; 0.14% of 360,000 active; RAD54 Holliday junction branch migration, FAM/BHQ fluorescence; Q92698; inhibition, % at 10.4 µM;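 active = mean normalized replicate activity at least 40 and at least half of replicates scoring 40 or more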;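 note: 0% = median of neutral control wells and 100% = median of positive control wells; inhibitors cause a drop in the FAM fluorescence signal; in these data hits start at about 50%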
Target sequence (Q92698 whole entry, looked up): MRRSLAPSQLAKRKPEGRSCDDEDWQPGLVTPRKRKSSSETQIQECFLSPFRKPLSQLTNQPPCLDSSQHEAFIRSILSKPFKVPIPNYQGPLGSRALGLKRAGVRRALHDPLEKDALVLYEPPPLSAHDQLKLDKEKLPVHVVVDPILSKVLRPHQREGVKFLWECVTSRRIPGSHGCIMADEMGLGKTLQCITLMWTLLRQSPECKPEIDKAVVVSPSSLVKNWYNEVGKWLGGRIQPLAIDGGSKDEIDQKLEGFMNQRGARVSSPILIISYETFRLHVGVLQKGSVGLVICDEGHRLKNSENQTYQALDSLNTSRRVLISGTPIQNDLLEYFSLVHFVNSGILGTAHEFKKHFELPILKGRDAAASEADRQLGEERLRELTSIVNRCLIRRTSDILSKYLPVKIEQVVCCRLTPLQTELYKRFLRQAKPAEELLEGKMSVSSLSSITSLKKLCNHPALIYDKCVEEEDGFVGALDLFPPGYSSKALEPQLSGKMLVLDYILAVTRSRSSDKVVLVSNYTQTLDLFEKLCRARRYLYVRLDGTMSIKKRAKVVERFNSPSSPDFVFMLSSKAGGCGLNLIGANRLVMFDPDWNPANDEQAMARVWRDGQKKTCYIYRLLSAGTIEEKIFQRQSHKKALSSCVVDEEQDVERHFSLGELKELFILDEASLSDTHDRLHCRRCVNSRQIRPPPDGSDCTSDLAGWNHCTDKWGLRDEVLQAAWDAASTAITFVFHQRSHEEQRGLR
RAD52 anneal inh – blocks human RAD52 DNA annealing | 0.46% of 360,000 active | recombinant RAD52 DNA annealing, FRET fluorescence | AID 651710 | P43351 | inhibition, % at 18.7 µM;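 active = every replicate showing at least 50% inhibition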
An asterisk follows results filed as active; / = not tested or not shown.

SMILES	INS-1E GSIS act	XiGFP reactiv	ERAP1 HTS inh	CFTR F508del cor	esBAF inh	ARNT-TACC3 inh	RAD54 branch	RAD52 anneal inh
Nc1ncnc2c1ncn2[C@@H]1O[C@H](C(=O)NS(=O)(=O)c2cccc(F)c2)[C@@H](O)[C@H]1O	4.2	0.3	-0.1	-0.9	1.7	/	-11.1	1.3
O=S(=O)(CCN1CCOCC1)c1ccccc1	4.3	0.0	3.8	-1.3	-4.3	-3.8	4.1	-18.6
COC(=O)[C@]1(C)N[C@H](CN(C)C(=O)C2CCCCC2)[C@@H]2C(=O)N(Cc3ccccc3)C(=O)[C@@H]21	16.1	0.0	0.1	-1.1	-1.4	-5.0	-4.9	-6.2
CS(=O)(=O)c1ccc(Cl)c(NC(=O)C2CC(=O)N(c3ccc4c(c3)OCCO4)C2)c1 (stereo not given)	-4.7	0.0	1.0	1.4	-8.6	-2.0	-9.9	-2.1
CC(C)c1ccc(NC(=O)Cn2nnc(C(=O)NCc3ccco3)c2N)cc1	-14.9	-0.1	-2.0	0.9	0.0	-5.4	-6.2	-15.4
COC(=O)C[C@@H]1CC[C@H]2[C@@H](COC[C@H](O)CN2S(=O)(=O)c2ccccc2OC)O1	-2.9	0.3	-0.5	1.1	-5.8	-8.3	-1.7	-8.2
C/C=C/c1cnc2c(c1)C(=O)N([C@@H](C)CO)C[C@@H](C)[C@@H](CN(C)C(=O)Nc1ccccc1F)O2	22.8	0.5	1.1	-0.3	-4.1	-0.2	-15.0	14.4
OC(CNCC1CCCCC1)COc1ccccc1 (stereo not given)	-25.5	0.1	1.1	-0.2	3.2	1.1	2.5	-23.7
COCCNc1nnc(SCC(=O)Nc2cc(C)on2)s1	18.2	-0.1	-2.3	-3.3	-5.8	-8.5	5.1	-6.3
Cc1noc(C)c1NC(=O)N(C)C[C@@H]1OCCCC[C@H](C)Oc2ccc(NS(=O)(=O)c3cn(C)cn3)cc2C(=O)N([C@@H](C)CO)C[C@H]1C	-3.2	-0.3	/	-1.5	1.1	0.3	1.9	/
O=C1N[C@@H](Cc2ccccc2)C(=O)N2[C@@H]3N(S(=O)(=O)c4ccc(F)cc4)c4ccccc4[C@]3(Br)C[C@@H]12	-31.1	0.4	/	-1.9	8.7	-14.6	-12.0	/
COc1ccc(CNC(=O)CC[C@H]2O[C@@H](n3cnc4c(NC(=O)c5ccccc5)ncnc43)[C@H](O)[C@@H]2O)cc1	2.8	0.1	-2.5	3.6	-0.6	/	5.0	-7.1
O=C(c1ccc(N2CCOCC2)cc1)N1CCCC(Nc2ccccc2)C1 (stereo not given)	4.0	0.0	-1.1	0.4	0.6	-2.8	-3.0	-10.8
O=C(O)c1ccc(CN2C[C@@H](CO)O[C@@H](n3cnc4c(N5CCOCC5)ncnc43)C2)cc1	2.6	0.0	-2.4	0.2	0.2	/	-10.2	-7.9
CCN(CC(=O)Nc1ccccc1-c1ccccc1)Cc1nc2ccccc2c(=O)[nH]1	-1.3	0.0	1.1	5.1	0.3	0.2	-6.8	-63.5
Cc1cc(-c2nnc3n2N=C(c2ccccc2Br)CS3)n[nH]1	/	-0.1	/	0.1	/	5.3	/	-17.3
COc1ccc(N2CCN(Cc3cc(=O)oc4cc5c(cc34)CCCC5)CC2)cc1	22.9	/	/	/	4.9	-4.1	6.2	/
COc1cccc(CNC(=O)COC(=O)c2c(NC(C)=O)sc(C)c2C)c1	-5.0	0.3	-2.1	-0.6	7.7	-5.3	-0.3	-16.0
C=CCNc1nc(NCc2ccco2)nc(OCC)n1	58.1*	/	/	/	-7.0	-11.9	-10.3	/
COc1ccc(S(=O)(=O)N(C)C[C@@H]2Oc3ccc(N(C)C)cc3C(=O)N([C@@H](C)CO)C[C@@H]2C)cc1	11.6	0.2	2.1	-0.1	1.1	0.6	-3.6	3.3
C[C@H]1CN([C@@H](C)CO)C(=O)c2ccccc2-c2ccccc2CO[C@@H]1CN(C)S(=O)(=O)c1ccccc1F	-13.3	0.2	0.1	-4.6	-1.7	8.5	5.4	5.7
CCOC(=O)N1CCN(C(=O)c2cc(S(=O)(=O)N3CCc4ccccc43)ccc2OC)CC1	-2.1	0.1	-1.2	2.1	/	0.3	/	-14.6
CC1CCc2sc(C(=O)NN=C3CCC(c4ccccc4)CC3)cc2C1 (stereo not given)	-5.7	0.2	8.6	4.7	-3.4	6.8	/	-7.6
COc1ccc(S(=O)(=O)Nc2cccc3c2O[C@@H](CN(C)S(=O)(=O)c2ccccc2)[C@@H](C)CN([C@@H](C)CO)C3=O)cc1	4.9	-0.9	/	2.3	1.5	1.8	5.9	/
Cc1cc(S(=O)(=O)N2CCCC2)ccc1OCC(=O)Nc1ccccc1	-3.7	0.0	-1.4	-2.2	1.0	17.1	3.3	-3.4
CO[C@H]1CN(C)C(=O)c2cc(NC(=O)Nc3ccccc3)ccc2OC[C@H](C)NC[C@H]1C	1.5	0.2	-1.1	/	2.6	-9.7	10.8	3.8
COc1cc(OC)cc(C2=Cc3ccc(OC)cc3C(CC(C)=O)N2c2ccc(-c3cccs3)cc2)c1 (stereo not given)	-35.6	-0.1	-2.7	1.6	/	/	/	16.7
CC(=O)Nc1nc2c(C)c(Cl)ccc2s1	16.3	-0.3	-0.8	0.8	4.4	-2.6	7.9	-9.7
Cc1ccc(-c2cnc3c(c2)C(=O)N([C@H](C)CO)C[C@H](C)[C@H](CN(C)C(=O)c2ccc(F)cc2)O3)cc1	-26.3	-0.7	2.9	-1.5	-5.3	-3.7	-0.3	6.2
CCNC(=O)C[C@H]1CC[C@H]2[C@@H](COc3ccc(NC(=O)c4ccccc4)cc3C(=O)N2C)O1	-1.0	0.2	-0.2	-3.8	6.9	-10.1	4.4	-10.6

A stretch from further up, for reference:
SMILES	INS-1E GSIS act	XiGFP reactiv	ERAP1 HTS inh	CFTR F508del cor	esBAF inh	ARNT-TACC3 inh	RAD54 branch	RAD52 anneal inh
Cc1cc(-c2nnc3n2N=C(c2ccccc2Br)CS3)n[nH]1	/	-0.1	/	0.1	/	5.3	/	-17.3
COc1ccc(N2CCN(Cc3cc(=O)oc4cc5c(cc34)CCCC5)CC2)cc1	22.9	/	/	/	4.9	-4.1	6.2	/

New compounds follow.
SMILES	INS-1E GSIS act	XiGFP reactiv	ERAP1 HTS inh	CFTR F508del cor	esBAF inh	ARNT-TACC3 inh	RAD54 branch	RAD52 anneal inh
O=C(O)CN1C(=O)/C(=C\c2cccc(OCc3ccc(Cl)cc3Cl)c2)SC1=S	-6.5	0.1	4.2	-2.4	23.9	-1.8	9.2	-23.7
Nc1ccn(CC(=O)NCCc2ccccn2)c(=O)n1	-2.0	0.0	-0.4	-6.9	-1.2	-0.4	-10.8	-11.1
CC1CC(C)(C)CC2(C1)NC(=O)N(CC(=O)Nc1cc(C(F)(F)F)ccc1N1CCCCC1)C2=O (stereo not given)	/	-0.1	1.3	1.8	10.5	1.1	8.2	-46.3
CC(C)(C)c1ccc(CC(=O)N2CCC2(C)C(=O)NS(=O)(=O)c2cccc(OC(F)F)c2)cc1 (stereo not given)	3.2	0.2	-3.2	-0.9	-1.8	/	-0.4	-5.9
CC1CC(C)CN(C(=O)Cn2c(=O)oc3cc(S(=O)(=O)N4CCCC4)ccc32)C1 (stereo not given)	-1.9	0.0	2.8	-0.4	1.9	-1.7	2.0	-5.3
COc1ccc(NC(=O)c2oc3ccccc3c2CSC)cn1	-10.3	0.1	-4.7	-4.6	8.1	-0.5	4.6	-16.8
O=C(Cc1ccc(-n2c(=O)c3ccccc3n(Cc3ccccc3Cl)c2=O)cc1)NCC1CCCO1 (stereo not given)	3.8	0.3	/	1.8	-13.0	0.4	/	-12.7
CCOc1ccc(NC(=O)C2(c3ccc(OC)c(OC)c3)CCCC2)cc1	-15.9	0.9	-2.0	/	/	1.8	7.9	-15.4
CCOc1ccccc1C(=O)NCC(=O)N(C)CC(=O)Nc1ccc(N2CCOCC2)cc1	-3.0	0.2	-2.2	-1.7	-0.5	/	2.8	-18.5
CC(C)Oc1ccc(Oc2ccc(C(F)(F)F)cn2)cc1	-0.9	/	/	/	11.7	-4.2	-2.6	/
Cc1cccc2nc(Cn3c(=O)n(CCCC(=O)NCc4ccco4)c(=O)c4ccccc43)cc(=O)n12	15.0	0.0	/	/	/	-3.5	-4.5	/
O=C(c1ccc2c(Cl)c3c(nc2c1)CCCC3)N1CCC(N2CCCCC2)CC1	/	0.1	2.3	-2.2	20.4	7.3	4.5	3.2
COc1ccccc1N1CCN(C(=O)c2cc(C(=O)N3CCN(c4ccccc4OC)CC3)cc([N+](=O)[O-])c2)CC1	2.1	0.0	-1.8	0.0	-1.0	0.7	1.6	-3.6
O=C(O)CCSc1ccc([N+](=O)[O-])cc1[N+](=O)[O-]	-5.1	-0.1	4.0	0.2	/	-9.1	/	-20.3
C[C@@H]1CN([C@@H](C)CO)C(=O)Cc2cc(NS(=O)(=O)c3cccs3)ccc2O[C@H]1CN(C)S(=O)(=O)c1cn(C)cn1	8.2	-0.6	0.2	-1.5	-0.1	/	1.0	8.1
FC(F)(F)c1ccc(-n2cn[nH]c2=S)cc1	-3.0	-0.1	0.9	-2.4	2.9	3.5	-5.4	-6.1
Cc1cccc(-c2cc(=O)c(C(=O)O)cn2-c2ccc(F)cc2F)c1	-25.0	0.0	-1.1	0.5	0.0	-0.4	-5.0	-22.9
CC1=C(C(=O)N2CCOCC2)CC(CC(=O)NCc2cccs2)C(=O)N1Cc1ccc(C(C)(C)C)cc1 (stereo not given)	-20.2	0.1	/	0.0	3.8	/	-8.5	-21.2
CC1CC(=O)C2=C(C1)Nc1ccccc1SC2c1ccc(F)cc1 (stereo not given)	14.1	-0.1	-1.4	1.7	/	-1.1	-2.7	3.0
Cc1ccc2c(c1)N(CC(=O)NCCCN1C(C)CCCC1C)C(=O)c1cccnc1O2 (stereo not given)	0.4	0.3	0.9	-0.8	-6.4	5.2	-9.4	-6.2
CCCN(C)C[C@@H]1Oc2cc(-c3ccccc3C)ccc2S(=O)(=O)N([C@@H](C)CO)C[C@@H]1C	8.9	-1.0	/	1.6	-6.6	/	/	/
Cc1ccc(C)c(NC(=O)c2cc3ccccn3n2)c1	-6.1	0.1	5.9	-0.8	32.7	8.6	3.9	6.1
COC(=O)[C@]1(Cc2ccccc2)N[C@H](CN(C)C(=O)Nc2ccc(Cl)cc2)[C@@H]2C(=O)N(C)C(=O)[C@@H]21	-30.7	-0.1	-2.7	0.2	-3.4	7.9	0.4	-13.1
COc1ccccc1NC(=S)N1CCN(c2ccccc2F)CC1	0.5	0.1	3.3	2.2	11.3	-0.2	-16.1	-6.6

Structural class: the entries above with a Cl atom.
SMILES	INS-1E GSIS act	XiGFP reactiv	ERAP1 HTS inh	CFTR F508del cor	esBAF inh	ARNT-TACC3 inh	RAD54 branch	RAD52 anneal inh
CS(=O)(=O)c1ccc(Cl)c(NC(=O)C2CC(=O)N(c3ccc4c(c3)OCCO4)C2)c1 (stereo not given)	-4.7	0.0	1.0	1.4	-8.6	-2.0	-9.9	-2.1
CC(=O)Nc1nc2c(C)c(Cl)ccc2s1	16.3	-0.3	-0.8	0.8	4.4	-2.6	7.9	-9.7
O=C(O)CN1C(=O)/C(=C\c2cccc(OCc3ccc(Cl)cc3Cl)c2)SC1=S	-6.5	0.1	4.2	-2.4	23.9	-1.8	9.2	-23.7
O=C(Cc1ccc(-n2c(=O)c3ccccc3n(Cc3ccccc3Cl)c2=O)cc1)NCC1CCCO1 (stereo not given)	3.8	0.3	/	1.8	-13.0	0.4	/	-12.7
O=C(c1ccc2c(Cl)c3c(nc2c1)CCCC3)N1CCC(N2CCCCC2)CC1	/	0.1	2.3	-2.2	20.4	7.3	4.5	3.2
COC(=O)[C@]1(Cc2ccccc2)N[C@H](CN(C)C(=O)Nc2ccc(Cl)cc2)[C@@H]2C(=O)N(C)C(=O)[C@@H]21	-30.7	-0.1	-2.7	0.2	-3.4	7.9	0.4	-13.1

Compound activity (PubChem)
